Assay outcomes (PubChem)
sPLA2-III inh – Inhibits HGIII-sPLA2 liposome hydrolysis, primary screen. Q9NZ20. QFRET BODIPY PC-A2 liposome hydrolysis, fluorescence. inhibition, % at 12.2 µM. 370,000 tested, 0.56% active. AID 743126;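 active = inhibition above mean plus 3 SD of compounds lying within the high and low control bounds, cut at about 19% in these data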;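 note: 0% = median of test compound wells and 100% = no enzyme DMSO wells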
Target sequence (Q9NZ20 whole entry, looked up): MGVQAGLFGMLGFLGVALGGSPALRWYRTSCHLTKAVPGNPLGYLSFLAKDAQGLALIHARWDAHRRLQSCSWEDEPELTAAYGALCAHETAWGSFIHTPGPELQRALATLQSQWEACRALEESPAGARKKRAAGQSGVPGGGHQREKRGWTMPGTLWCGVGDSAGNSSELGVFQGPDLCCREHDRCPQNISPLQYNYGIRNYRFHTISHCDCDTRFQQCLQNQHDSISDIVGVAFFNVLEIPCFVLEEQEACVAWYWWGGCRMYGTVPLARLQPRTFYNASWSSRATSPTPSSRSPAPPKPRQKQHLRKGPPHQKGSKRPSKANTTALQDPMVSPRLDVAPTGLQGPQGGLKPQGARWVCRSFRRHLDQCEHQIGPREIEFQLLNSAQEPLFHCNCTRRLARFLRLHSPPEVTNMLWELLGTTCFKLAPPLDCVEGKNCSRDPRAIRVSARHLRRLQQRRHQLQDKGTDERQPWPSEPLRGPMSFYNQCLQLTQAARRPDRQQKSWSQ
hgDAF12 agonist – agonists of H. glycines DAF-12 nuclear receptor | HEK293 GAL4-hgDAF12 UAS-luciferase reporter, agonist luminescence; normalized to butyrate control | activation, % at 6.8 µM | 370,000 tested, 1.8% active | AID 687014;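 active = activation above a cutoff set at the mean of all screened compounds plus 3 SD, cut at about 10% in these data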;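 note: 0% = DMSO wells and 100% = sodium butyrate wells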
DAX1 inh-1 – blocks DAX1 repression of SF-1 activated StAR promoter; HEK293T StAR-luciferase reporter, SF-1/DAX-1 repression relief; inhibition, % at 6.8 µM; 370,000 tested, 1.1% active; AID 652010;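 active = inhibition above the mean over all tested compounds plus 3 SD, cut at about 3.6% in these data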;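 note: 0% = DAX-1 cells with DMSO and 100% = cells lacking DAX-1 with DMSO; higher inhibition means more luminescence from relief of DAX-1 repression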
DAX1 inh-2 – NR0B1 (DAX1) inhibition; inhibition, % at 6.75 µM; 340,000 tested, 0.99% active; AID 504766; HEK293 Gal4-DAX1 luciferase reporter, luminescence;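 active = inhibition above the mean over all tested compounds plus 3 SD, cut at about 4.2% in these data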;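 note: 0% = DAX1-transfected cells with DMSO and 100% = empty-vector control cells with DMSO; inhibition shows as a rise in luminescence from relieved DAX1 repression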
Target sequence (P51843 207-470 limits assumed): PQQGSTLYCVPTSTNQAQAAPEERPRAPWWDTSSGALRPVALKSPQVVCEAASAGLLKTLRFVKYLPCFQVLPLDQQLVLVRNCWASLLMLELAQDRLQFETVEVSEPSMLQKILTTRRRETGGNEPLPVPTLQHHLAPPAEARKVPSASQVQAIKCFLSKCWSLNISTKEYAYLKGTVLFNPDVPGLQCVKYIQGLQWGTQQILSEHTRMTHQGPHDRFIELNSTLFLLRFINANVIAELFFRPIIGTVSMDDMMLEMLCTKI
FXN GAA850 act – increases GAA850 frataxin promoter reporter activity; activation, % at 6 µM; 360,000 tested, 0.56% active; HEK293 lucGAA850 FXN promoter luciferase reporter, 24 h; percent of 10 µM SAHA response; AID 540364;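 active = activation above the average of all compounds screened plus 3 SD, cutoff fixed separately per campaign, cut at about 7.5% in these data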;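 note: 0% = DMSO wells and 100% = 10 µM SAHA wells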
ssDAF12 agonist – activators of S. stercoralis DAF-12 nuclear receptor; HEK293 ssDAF-12/GRIP1 lit1-tk-luc reporter, luminescence; % of 3 µM dafachronic acid response; activation, % at 6.8 µM; 370,000 tested, 1% active;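 active = activation above the mean over all tested compounds plus 3 SD, cut at about 0.9% in these data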;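 note: 0% = DMSO-only wells and 100% = 3 µM delta7-dafachronic acid wells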
SMARCA2 act – activators of SMARCA2 function. MG213 cells, MMTV-luciferase reporter, dexamethasone, overnight. activation, % at 9.1 µM. 370,000 tested, 1% active. AID 652017; in the data active = activation above about 7.8%;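 note: 0% = vehicle wells and 100% = reference activator wells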
hcDAF12 agonist – activates DAF-12 receptor from parasite H. contortus | HEK293 hcDAF-12 lit1-tk-luc reporter, luminescence; 0% DMSO, 100% Δ7-dafachronic acid | activation, % at 6.8 µM | 370,000 tested, 1.4% active | AID 652067;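 active = activation above the mean of all tested compounds plus 3 SD, cut at about 5.5% in these data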;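 note: 100% = response to 3 µM Δ7-dafachronic acid high control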
GC-B act – GC-B (human) receptor activation; HEK293-GC-B cells, CNP EC30, cGMP TR-FRET; 0% at EC30 CNP, 100% saturating CNP; AID 1920062; 370,000 tested, 0.11% active; P20594; activation, % at 10 µM;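 active = activation at 10 µM reaching about 35% in either raw or pattern-adjusted values, limit read from the data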
proKLK7 act – activators of human kallikrein-7 zymogen; 370,000 tested, 0.9% active; purified proKLK7, EDANS-DABCYL substrate fluorescence; 100% is mature enzyme control, 0% vehicle; AID 652039; activation, % at 7 µM;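 active = activation above the mean of all tested compounds plus 3 SD, computed per campaign excluding outliers beyond control limits, cut at about 13% in these data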
Target sequence (P49862 whole entry, looked up): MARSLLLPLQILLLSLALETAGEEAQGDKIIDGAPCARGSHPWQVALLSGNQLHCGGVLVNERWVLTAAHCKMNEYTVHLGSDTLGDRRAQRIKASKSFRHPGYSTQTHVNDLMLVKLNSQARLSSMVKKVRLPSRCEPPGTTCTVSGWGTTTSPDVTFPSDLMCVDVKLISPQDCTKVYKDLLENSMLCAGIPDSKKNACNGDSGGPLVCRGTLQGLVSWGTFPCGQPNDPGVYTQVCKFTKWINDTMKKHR
GC-A act – GC-A (human) enzyme activation | P16066 | HEK293 GC-A cells, cGMP TR-FRET, EC30 ANP; 0% at EC30 ANP, 100% saturating ANP | activation, % at 10 µM | 370,000 tested, 0.14% active | AID 1671463; in the data active = activation above about 40%
Starred values were filed as active, the others as inactive; / = no result given.

Molecule,DAX1 inh-2,proKLK7 act,GC-B act,GC-A act,SMARCA2 act,FXN GAA850 act,hcDAF12 agonist,sPLA2-III inh,hgDAF12 agonist,DAX1 inh-1,ssDAF12 agonist
C[C@@H]1C=C(C(=O)N2CCN(Cc3ccccc3)CC2)O[C@H](OCc2ccc(CO)cc2)C1,-0.9,0.0,3,2,0,-3.6,-0.1,2,-0.1,-0.8,-1.3
COc1cc(C(=O)NC(C)c2ccccc2)ccc1OCC(=O)N1CCOCC1 (stereo unspecified),0.2,0.6,2,4,2,1.1,1.1,5,0.1,0.6,-1.2
CCc1nnc(NC(=O)CCC(=O)N2CCN(c3cc(C)ccc3C)CC2)s1,0.9,0.7,4,6,-2,1.9,-0.8,0,-1.7,0.4,-1.4
Cc1csc(NC(=O)c2ccccc2O)n1,0.5,12,6,7,2,6.0,-0.2,1,3.7,0.5,-0.1
COc1ccc(CNc2cccc(F)c2)cc1Br,-0.2,-0.1,-6,0,1,2.5,-1.6,-4,0.9,-1.0,-1.4
CCOc1ncccc1C(=O)NNC(=O)c1cccc(S(=O)(=O)N2CCOCC2)c1,0.4,1.0,-1,-4,-2,1.9,-1.5,5,1.1,-1.1,-1.3
O=C(N/C(=C\c1cccc([N+](=O)[O-])c1)C(=O)N(CCO)CCO)c1ccco1,0.1,0.4,2,2,0,1.0,-0.6,3,-3.6,0.3,-0.8
CC1CCCCN1CC(=O)NCc1ccc2c(c1)OCO2 (stereo unspecified),-1.5,0.3,0,3,-2,-4.0,1.0,2,0.8,-0.7,0.0
Cc1cccc(C)c1N1CCN(c2ccc3nnc(C(F)(F)F)n3n2)CC1,0.5,0.2,5,-1,-1,2.3,-1.8,6,-4.0,-0.5,-1.1
CN1CCC(N(C)C(=S)Nc2ccc(F)cc2)CC1,-0.4,0.6,0,7,-2,-0.1,3.2,1,2.4,0.5,-0.7
Cc1ccc(NC(=O)C2C3/C=C\CCCCC32)cc1C (stereo unspecified),0.2,0.5,-3,3,3,5.1,-0.5,1,3.7,0.3,-0.6
CCN(CC(=O)NCc1ccc(Cl)cc1)Cc1cc(=O)n2ccsc2n1,1.0,0.3,5,0,1,1.0,0.2,1,-1.1,-0.6,-2.0

Following part
Molecule,DAX1 inh-2,proKLK7 act,GC-B act,GC-A act,SMARCA2 act,FXN GAA850 act,hcDAF12 agonist,sPLA2-III inh,hgDAF12 agonist,DAX1 inh-1,ssDAF12 agonist
O=C(NCCN1CCOCC1)Nc1ccc(Cl)cc1Cl,-0.8,-0.1,4,2,4,0.1,1.6,0,2.4,0.7,-1.3
Oc1c(C(c2ccccn2)N2CCC(Cc3ccccc3)CC2)cc(Cl)c2cccnc12 (stereo unspecified),/,0.1,-2,2,-1,/,2.1,8,-3.5,-0.4,-0.6
COc1ccc(N2C(=O)CC(C#N)=C2N)cc1,0.4,0.2,1,3,-2,2.3,0.3,0,-2.2,0.0,-1.5
O=C(COc1ccc([N+](=O)[O-])cc1Cl)NCC1CCCO1 (stereo unspecified),1.6,-0.1,/,/,-3,-0.6,-1.3,0,1.2,0.8,-1.0
C=COCCNC(=O)Nc1ccc(Cl)cc1Cl,-0.6,0.0,-1,-2,2,-2.8,0.7,0,0.6,-0.3,-1.4
CCOc1ccc(OCCOCCN2CCc3ccccc3C2)cc1,-0.1,0.1,-5,1,3,-1.7,0.4,-2,0.1,-0.6,-0.7
CC1=C(C)CC(C(=O)Nc2nc(-c3ccc(C)cc3C)c(C)s2)C(C(=O)O)C1 (stereo unspecified),-0.9,0.3,2,-3,1,2.2,-1.6,-37,0.2,0.1,-0.6
CCc1ccc(NC(=O)CCC(=O)c2ccc(C)cc2)cc1,0.3,-0.4,2,4,0,-1.3,-1.5,-2,3.0,-0.1,-1.3
CC(=O)c1cccc(OCC(=O)Nc2cc(S(=O)(=O)N3CCOCC3)ccc2N2CCCC2)c1,-1.1,0.5,5,5,-2,0.7,0.6,-5,0.9,-1.3,-1.1
Cn1c(=O)n(CC#N)c2ccccc21,-0.7,0.1,1,2,-6,1.5,-1.8,14,-0.2,-0.5,-1.2
Cc1ccccc1Br,/,-0.3,1,0,-5,/,0.0,3,0.1,0.5,-1.7
COc1ccc(C2CC(c3ccc(OC)cc3)n3nc(NC(=O)c4ccco4)nc3N2)cc1 (stereo unspecified),-0.8,-6.0,-11,-4,4,-0.9,-0.4,6,2.6,-0.1,-1.4

Remaining list, next part
Molecule,DAX1 inh-2,proKLK7 act,GC-B act,GC-A act,SMARCA2 act,FXN GAA850 act,hcDAF12 agonist,sPLA2-III inh,hgDAF12 agonist,DAX1 inh-1,ssDAF12 agonist
Cc1csc(N2CCN(c3cc4nc(-c5ccncc5)[nH]c4cc3Cl)CC2)n1,0.0,1.7,18,16,1,-1.8,-2.8,4,-0.8,-0.9,-1.2
Cn1cccc1CN1CCC[C@]2(N[C@H](c3ccccc3)[C@@H]3C(=O)N(Cc4ccccc4)C(=O)[C@@H]32)C1=O,1.0,0.6,5,3,-2,-0.6,2.0,-2,-0.6,-1.0,-1.1
O=C(O)c1cccc(C(=O)c2cccc3ccccc23)c1,-0.3,0.6,0,2,-2,-0.6,-0.8,5,-1.6,-0.1,-1.0
O=C(Nc1ccccc1C(=O)OC1CCOC1=O)c1ccco1 (stereo unspecified),1.0,0.5,-4,-3,2,1.3,-0.8,2,2.9,-0.5,-0.5
COC(=O)C(CC(C)C)NC(=O)c1ccc([N+](=O)[O-])cc1 (stereo unspecified),0.8,-0.9,-8,1,-3,-2.1,-0.6,1,0.6,0.0,-0.7
COc1ccc(-c2csc(N3CCSCC3)n2)cc1,1.0,-0.1,-2,-3,6,4.1,0.5,5,4.8,0.9,-0.7
CN(C)S(=O)(=O)c1ccc(N2CCCC2)c(C(=O)Nc2nc(-c3ccc(F)cc3)cs2)c1,-0.5,0.0,17,8,-3,0.1,1.9,15,0.8,-0.8,-0.5
CCOC(=O)C1=C(COC(=O)c2ccc(OC)c(S(=O)(=O)N3CCOCC3)c2)NC(=O)NC1C (stereo unspecified),0.5,-0.1,1,2,1,0.9,-1.1,2,0.8,-0.6,-2.0
Cc1ccc2ncnc(Nc3cccc(C(=O)O)c3)c2c1,0.0,-0.7,-5,3,0,1.2,1.3,-4,-1.1,-0.1,-0.4
O=C(O)c1ccc(S(=O)(=O)Nc2ccc(O)c(Sc3nc4ccccc4s3)c2)cc1,0.1,-0.1,3,0,-5,2.1,2.9,-3,1.6,0.4,-0.4
C/C(=N\O)C1(C)N(O)C(C)(C)C(c2ccc(F)cc2)=[N+]1[O-] (stereo unspecified),0.7,-0.6,8,4,1,-2.9,-0.9,-2,0.5,0.1,-0.3
CC(C)c1ccc(NC(=O)C2CC(=O)N(C3CCCC3)C2)cc1 (stereo unspecified),-0.7,-0.3,0,6,1,-1.6,-1.3,-5,0.8,-0.3,-1.3

Next section:
Molecule,DAX1 inh-2,proKLK7 act,GC-B act,GC-A act,SMARCA2 act,FXN GAA850 act,hcDAF12 agonist,sPLA2-III inh,hgDAF12 agonist,DAX1 inh-1,ssDAF12 agonist
Cc1cccc(C(=O)OCC(=O)NCCNC(=O)COC(=O)c2cccc(C)c2C)c1C,0.7,-0.1,1,-3,-2,-0.3,2.0,3,-0.4,2.1,-1.2
C[C@@H]1CN([C@H](C)CO)C(=O)CCCn2nncc2CO[C@H]1CN(C)CC1CC1,/,-0.1,-3,0,-2,/,-0.6,3,-0.3,-1.2,-1.4
O=C(CSc1nnc(-c2cccs2)n1Cc1ccccc1)N1CCc2ccccc2C1,0.6,0.0,-3,-3,0,0.6,-2.3,-14,-1.2,-0.5,-0.9
Cc1ccc(Cl)cc1NC(=S)N(Cc1ccco1)C(C)c1cccs1 (stereo unspecified),1.5,-0.2,-7,-12,-4,3.4,0.0,4,-0.6,-0.9,-0.4
Cc1cc(C(=O)Nc2nc(C)c(C(=O)N(C)C)s2)ccc1[N+](=O)[O-],0.8,0.5,2,6,4,3.1,3.5,1,14*,4.6*,0.3
Cc1cc(Cl)c2oc(C(=O)NCC(C)(C)N3CCOCC3)c(C)c2c1,0.3,0.6,-2,-1,9.3*,2.9,-2.2,3,-2.5,0.3,-1.1
OC(COc1ccc(Cl)cc1)CSc1ccccn1 (stereo unspecified),2.0,-0.1,-4,0,3,3.6,0.5,-4,5.2,0.8,-0.7
CCc1nc2ccc(C(=O)NCCc3c[nH]c4ccccc34)cn2c1N(C)Cc1ccc(N(C)C)cc1,/,-0.5,0,-6,-7,-2.8,0.1,8,8.9,-2.4,0.3
CCc1ccc(NC(=O)C(C)OC(=O)c2cccc(S(=O)(=O)N3CCc4ccccc4C3)c2)cc1 (stereo unspecified),-1.4,0.3,4,0,-1,-1.4,-0.1,-8,-1.3,-0.6,-1.9
O=C(CCCn1c(=O)[nH]c2ccsc2c1=O)NC1CCCCC1,-1.6,0.3,4,-2,-3,-0.8,1.9,7,2.8,0.3,0.4
CCOc1ccc(NC(=O)Cn2nnc(-c3ccccc3NC(=O)C3CC3)n2)cc1,-0.5,0.4,-2,-4,0,-1.3,-1.4,-4,0.8,0.2,-1.0
Cc1c(Cl)cccc1NC(=O)Nc1cc(C(C)(C)C)nn1C,-0.7,0.2,-1,-5,-7,-1.8,2.1,15,-0.1,-0.2,-1.4

Only DAX1 inh-2 (2 entries from above):
Structure	DAX1 inh-2
O=C(CCCn1c(=O)[nH]c2ccsc2c1=O)NC1CCCCC1	-1.6
CCOc1ccc(NC(=O)Cn2nnc(-c3ccccc3NC(=O)C3CC3)n2)cc1	-0.5

(next part)
Molecule,DAX1 inh-2,proKLK7 act,GC-B act,GC-A act,SMARCA2 act,FXN GAA850 act,hcDAF12 agonist,sPLA2-III inh,hgDAF12 agonist,DAX1 inh-1,ssDAF12 agonist
COc1ccccc1-c1nc(S(=O)(=O)c2ccccc2)c(N2CCOCC2)o1,-0.2,-0.5,4,0,0,-1.0,-3.4,-1,-2.1,-1.1,-1.3
Cc1ccc(NC(=O)CSc2nnc(Cc3ccccc3)o2)c(C)c1,-1.0,-0.2,0,3,-1,2.9,0.1,-1,0.1,0.2,-2.0
COC(=O)c1nn(-c2ccccc2)nc1-c1nn(-c2ccccc2)nc1C(=O)OC,1.1,0.2,3,4,-2,3.9,1.1,-1,-1.2,0.5,-1.2
CSc1ccc(Cl)c(C(=O)NCCOc2cc(C)ccc2C(C)C)c1,-0.5,0.0,-5,-5,-2,1.3,-1.7,4,-2.9,-0.4,-2.0
CCCOc1ccccc1C1NC(=O)NC(C)=C1C(=O)OCCOC(C)C (stereo unspecified),-0.2,0.1,-8,-1,1,3.9,-3.0,-4,1.1,0.4,-1.6
CC(=O)c1ccc(NS(=O)(=O)c2cccc3cccnc23)cc1,-0.3,0.1,-11,-2,-1,3.5,-2.5,-2,-1.7,-0.5,-1.3
CN(C)C(=S)N=c1ssc(=S)n1Cc1ccccc1,-1.7,-0.2,13,3,4,21*,-1.1,4,-2.6,-0.6,-1.4
CC(C)CN(C(=O)CCCSc1nc2ccccc2[nH]1)c1c(N)n(Cc2ccccc2)c(=O)[nH]c1=O,-0.8,-0.8,5,7,-2,1.2,-0.3,-3,-3.1,0.9,-1.1
CN1CCN(c2nc(-c3ccc(Br)cc3)nnc2-c2ccccc2)CC1,0.4,0.3,/,/,-1,2.3,1.1,-7,-0.6,0.9,-0.7
